# Compound activity deposited in PubChem by NCI.
# NCI-60 one-dose screen, 48 h, at 10 µM unless noted. Numbers give growth in % (100 = growth as untreated, 0 = no growth, -100 = all killed).
# ACHN = ACHN renal cancer. 4.9% of 81,000 active
# DU-145 = DU-145 prostate cancer | 4.2% of 81,000 active
# RXF 393 = RXF 393 renal cancer cells | 6.9% of 77,000 active
# 786-0 = 786-0 renal cancer cells | 5.1% of 81,000 active
# TK-10 = TK-10 renal cancer cells; 3.9% of 81,000 active
# A498 = A498 renal cancer cells; 5.4% of 76,000 active
# SN12C = SN12C renal cancer cells; 3.8% of 81,000 active; AID 1794767
# CAKI-1 = CAKI-1 renal cancer; 4.7% of 75,000 active
# UO-31 = UO-31 renal cancer; AID 1794768; 5.2% of 81,000 active
# Numbers without * were called inactive; . = no result given; & = joins results of further samples; [ ] = remark or other dose. The calls were made as follows: active = growth percent below 10; inactive = the rest.
SMILES,ACHN,DU-145,RXF 393,786-0,TK-10,A498,SN12C,CAKI-1,UO-31
O=c1cc(C=NCc2nc(-c3ccccc3)cs2)c2cc(Cl)ccc2o1,.,90,125,104,94,96,81,.,54
COc1ccc(NC(=O)c2sc3nc4c(cc3c2N)CN(C)CC4)cc1,105,104,91,107,142,93,97,.,98
CC(C)n1c(=S)[nH]c2ccccc2c1=O,103,94,132,98,108,86,114,95,95
CNC(=O)Cn1nnc(C(=O)OC)c1CCc1ccccc1,105,107,105,97,94,91,100,96,88
COc1ccc2c(c1)O/C(=C\c1cccc(OCC(=O)Nc3nc4ccccc4s3)c1)C2=O,98,29,-29*,92,132,110,44,-88*,-61*
CC(C)(C)SC(=S)SCC(=O)c1ccc(Cl)cc1,105,104,.,98,106,91,97,105,87
O=[N+]([O-])c1ccc(-c2nnc(COc3ccc(Cl)cc3Cl)o2)cc1,108,110,112,105,103,99,99,96,78
c1cc(NCCN2CCOCC2)c2ccc3c(ccc4c(NCCN5CCOCC5)ccnc43)c2n1,95,92,78,83,112,103,91,87,76
CN1CCN(C2=Nc3ccccc3Cc3ccccc32)CC1,97,140,115,97,109,107,109,100,83
O=S(=O)(Nc1ccc(C(F)(F)F)cc1)c1ccc(-c2ccc(Cl)cc2Cl)cc1,92,99,95,86,84,78,92,83,78
COc1ccc(NC(=O)N(O)C2(C#N)CCCCC2)cc1,105,104,105,103,108,108,106,103,108
CSc1nc2nc(N)nc(SC)c2[nH]1,105,107,100,99,95,91,.,96,92
O=C(O)c1cn(C2CC2)c2cc(N3CCN(C(=O)CN4C(=O)S/C(=C/c5ccc(F)cc5)C4=O)CC3)c(F)cc2c1=O,104,106,112,100,129,104,98,93,81
CC(=O)Oc1ccc(C2(c3ccc(OC(C)=O)cc3)C(=O)Nc3ccccc32)cc1,63&68,90&89,77&66,93&107,36&18,111&107,16&18,77&68,85&82
COc1cc(C2CC(=O)Nc3c(-c4ccc(F)cc4)nsc32)cc2c1OCO2 (stereo not given),96,101,81,87,81,64,98,81,72

# Rewritten with each value named: part of the list above.
c1cc(NCCN2CCOCC2)c2ccc3c(ccc4c(NCCN5CCOCC5)ccnc43)c2n1
  ACHN = 95; DU-145 = 92; RXF 393 = 78; 786-0 = 83; TK-10 = 112; A498 = 103; SN12C = 91; CAKI-1 = 87; UO-31 = 76

CN1CCN(C2=Nc3ccccc3Cc3ccccc32)CC1
  ACHN = 97; DU-145 = 140; RXF 393 = 115; 786-0 = 97; TK-10 = 109; A498 = 107; SN12C = 109; CAKI-1 = 100; UO-31 = 83

O=S(=O)(Nc1ccc(C(F)(F)F)cc1)c1ccc(-c2ccc(Cl)cc2Cl)cc1
  ACHN = 92; DU-145 = 99; RXF 393 = 95; 786-0 = 86; TK-10 = 84; A498 = 78; SN12C = 92; CAKI-1 = 83; UO-31 = 78

COc1ccc(NC(=O)N(O)C2(C#N)CCCCC2)cc1
  ACHN = 105; DU-145 = 104; RXF 393 = 105; 786-0 = 103; TK-10 = 108; A498 = 108; SN12C = 106; CAKI-1 = 103; UO-31 = 108

# The main list resumes, repeating the six entries before the break.
SMILES,ACHN,DU-145,RXF 393,786-0,TK-10,A498,SN12C,CAKI-1,UO-31
O=S(=O)(Nc1ccc(C(F)(F)F)cc1)c1ccc(-c2ccc(Cl)cc2Cl)cc1,92,99,95,86,84,78,92,83,78
COc1ccc(NC(=O)N(O)C2(C#N)CCCCC2)cc1,105,104,105,103,108,108,106,103,108
CSc1nc2nc(N)nc(SC)c2[nH]1,105,107,100,99,95,91,.,96,92
O=C(O)c1cn(C2CC2)c2cc(N3CCN(C(=O)CN4C(=O)S/C(=C/c5ccc(F)cc5)C4=O)CC3)c(F)cc2c1=O,104,106,112,100,129,104,98,93,81
CC(=O)Oc1ccc(C2(c3ccc(OC(C)=O)cc3)C(=O)Nc3ccccc32)cc1,63&68,90&89,77&66,93&107,36&18,111&107,16&18,77&68,85&82
COc1cc(C2CC(=O)Nc3c(-c4ccc(F)cc4)nsc32)cc2c1OCO2 (stereo not given),96,101,81,87,81,64,98,81,72
Cc1ccc(Cn2c(=O)[nH]c(=O)n(Cc3ccc(Cl)cc3)c2=O)cc1,108,107,119,102,.,100,98,108,88
Cc1ccc(S(=O)(=O)N2CCCC3OCCCC3=C2c2ccc(-c3ccccc3)cc2)cc1 (stereo not given),100,103,98,97,92,62,100,83,85
COc1ccccc1N1CCN(C(=O)c2ccc(Cc3n[nH]c(=O)c4cccnc34)cc2)CC1,95,117,97,103,109,91,98,88,66
CC(CN(C)C)CN1c2ccccc2Sc2ccccc21 (stereo not given),86&92&76,90&111&97,71&86&53,69&45&59,82&77&83,83&95&108,81&85&65,70&62,72&78&52
CC(C)=CCC1=C(OC2OC(CO)C(O)C(O)C2O)C(=O)c2ccccc2C1=O (stereo not given),102,120,94,110,130,84,95,89,93
CSc1ccc(Nc2ncnc(N)n2)cc1,107,102,101,100,.,85,104,100,98
CC(=O)Nc1cc(Cl)ccc1F,104,111,99,108,103,93,96,105,85
Nc1[nH]c(=O)[nH]c(=O)c1N=Nc1ccc(S(=O)(=O)Nc2ccccn2)cc1,100,108,108,97,107,96,102,99,71
CN1C(=O)N(C)C2(c3ccccc3)n3c(s/c(=C\c4ccccc4)c3=O)=NNC12c1ccccc1 (stereo not given),95,93,87,98,116,.,91,85,75
Cn1nnc2c(C(N)=O)ncn2c1=O,94,60,108,109,58,83,92,35,56
Cc1ccc(C(=O)OCC(C)C)cc1,117,111,121,98,96,103,109,96,107
COc1cccc(-c2nc(N3CCOCC3)c3c4c(sc3n2)CCCC4)c1,103,99,115,101,95,94,99,92,86
COc1ccc(C2OCCO2)cc1,102,101,100,.,102,136,97,81,.
O=Cc1cccc[n+]1Cc1ccc2c(c1)OCO2,103,109,110,100,92,90,101,84,69
O=[N+]([O-])c1cc(Cl)ccc1-n1cc(COc2ncnc3sc4c(c23)CCCC4)nn1,90,106,102,100,150,.,94,84,65
N#Cc1nc(-c2ccccc2)oc1S(=O)(=O)N1CCN(S(=O)(=O)c2ccccc2)CC1,84,83,83,61,136,179,95,102,96
N#Cc1c(-c2cccs2)cc(-c2cccc(Cl)c2)[nH]c1=O,109,108,111,99,102,91,107,101,103
CC(C)N(Cc1ccccc1)c1c(S)ssc1=S,5.9*,11,-17*,11,37,-7.4*,11,-2.5*,.
COc1ccc(NC(=O)Cn2cnc3c(cc(-c4ccccc4)n3-c3ccncc3)c2=O)cc1,113,105,105,101,130,107,102,95,74
CNC1=C([N+](=O)[O-])C(c2ccc(O)cc2)C(C#N)=C(c2ccc[nH]2)O1 (stereo not given),100,107,105,103,112,94,98,94,85
C#Cc1ccc(-n2c(/C=C/c3cccc4c3OCO4)nc3ncccc3c2=O)cc1,101,107,86,110,104,73,97,90,88
Cn1cc(-c2cc3nc(-c4cn(C)c5ncc(Br)cc45)cc(N)n3n2)c2ccccc21,-46*,16,-74*,-88*,-33*,-24*,-82*,1.1*,-36*
N#CCCCCCCl,99,101,99,99,102,109,96,92,95
Nc1ccc(Sc2ccc([N+](=O)[O-])c3nonc23)cc1,23,97,104,93,111,80,94,103,66
Cc1ccc(-c2[nH]c(=S)[nH]c(=O)c2C#N)s1,112,105,109,84,103,94,117,97,84
O=C(OCCOCCOC(=O)N1CCOCC1)N1CCOCC1,100,115,138,100,107,97,105,94,86
COc1ccc2[nH]c(O)c(N=NC(=O)COc3ccc(NC(=O)Nc4ccc(Cl)cc4)cc3)c2c1,100,19,44,21,106,135,16,100,90
CN(C)S(=O)(=O)Nc1cccc(Br)c1,102,112,124,100,117,120,103,109,91
CN(C)c1ccc2[nH]c3c(C(=O)O)cc(=O)c(=O)c=3oc2c1,106,109,96,104,117,95,111,98,99
C/C=C/C(=O)Nc1cccc(Cn2c(=O)[nH]c3ccc(Oc4ncccn4)cc3c2=O)c1,98[13.7 µM],99[13.7 µM],94[13.7 µM],90[13.7 µM],92[13.7 µM],80[13.7 µM],95[13.7 µM],95[13.7 µM],86[13.7 µM]
CC(C)(CO)N(CCO)CCO,97,118,104,102,96,111,99,100,87
COc1ccc(/C=C/C(=O)c2ccc(Oc3ncnc4ccccc34)cc2)cc1,.,101,120,84,94,85,89,.,72
CC1([N+](=O)[O-])COC(c2cccc3ccccc23)OC1 (stereo not given),103,106,119,109,106,75,99,93,84
COc1ccc(-c2nc(SCC(=O)N3CCN(c4cc5c(cc4F)c(=O)c(C(=O)O)cn5C4CC4)CC3)nc(Cl)c2C#N)cc1OC,102,110,104,101,89,103,97,94,72
O=C1Nc2ccc(Cl)cc2/C1=C\c1c(-c2ccc(Cl)cc2)nc2sc(C3CC3)nn12,44,59,21,32,53,15,76,46,64
COc1ccc(C(=O)C[n+]2ccccc2)cc1,93,102,.,91,99,.,93,83,65
N#C/C(=C\c1ccc2ccccc2n1)c1cc2ccccc2[nH]1,103,99,103,110,132,80,81,79,81
C[N+](C)(C)CCOP(=O)(O)OP(=O)([O-])OCC1CCC(n2ccc(N)nc2=O)O1 (stereo not given),104,103,104,103,102,103,98,102,80
Nc1nc(Nc2ccncc2)nn1Cc1cccc(Br)c1,108,118,107,112,109,138,108,98,91
Cc1c(C(=O)Nc2ccc(C(=O)N3CCOCC3)cc2)nnn1-c1ccccc1,106,113,113,110,104,101,102,103,90
C#CC(C)(C)N1CCCCC1,99,113,128,107,107,123,92,96,76
CCn1c2ccccc2c2cc(NC(=O)Nc3ccc([N+](=O)[O-])cc3C)ccc21,32,66,-31*,39,54,66,56,-4.2*,24
CC1(C)OC(=O)C(=Cc2ccc(F)cc2)C(=O)O1,111,100,94,102,97,93,101,93,89
CC(=O)C=P(c1ccccc1)(c1ccccc1)c1ccccc1,96,110,106,104,90,83,96,100,89
CCOC(=O)C1=C(c2ccccc2)N=C2SC3C(=NN(c4ccccc4)C3c3ccc(Br)cc3)N2C1c1ccc(O)c(OC)c1 (stereo not given),98,99,78,86,112,46,81,49,73
CCNC1(C#N)CCN(Cc2ccccc2)CC1,85,115,90,102,108,110,101,69,89
CCCCSc1ccc(NC(=S)Nc2ccc(SCCCC)cc2)cc1,113,123,131,108,111,109,106,93,173
CN(C)c1ccnc2c1ccn2C(=O)NS(=O)(=O)c1ccc(Cl)cc1,102,123,107,94,101,96,107,88,80
CCCCC1COc2cccc3c(SCC(=O)N(C)c4cccc(Cl)c4)cc[n+]1c23 (stereo not given),101,120,.,107,110,106,94,102,91
CN1CCN(Cc2ccc(NC(=O)c3cncc(C#Cc4cnc(N)c5ncccc45)c3)cc2)CC1,75,104,86,43,129,100,99,106,117
Cc1ccc2[nH]c(=S)n(-c3ccc(S(=O)(=O)Nc4ccc(Cl)nn4)cc3)c(=O)c2c1,104,109,.,61,100,92,97,91,85
CC(=O)OCC(=O)[C@@]1(O)[C@H](C)CC2C3CCC4=CC(=O)C=C[C@]4(C)[C@@]3(F)[C@@H](O)C[C@@]21C (stereo not given in full),92,110,108,108,.,122,45,80,84
O=C1/C(=C\c2cccn2CCCCn2c3ccccc3c(=O)c3ccccc32)c2ccccc2N1c1c(Cl)cccc1Cl,100,111,98,103,108,115,101,87,81
CCOC(=O)c1c(N2CCCC2)[nH]c(=O)c(C=Nc2ccc(OC)cc2)c1O,102,117,102,105,128,84,91,74,98
Cc1ccc(O)c(Cc2ccc(Br)cc2)c1,101,111,71,105,102,95,95,107,70
CC(=O)c1sc2nc(CSc3nc(C)cs3)[nH]c(=O)c2c1C,102,98,108,100,133,96,105,95,86
Cn1c(N)c(C(=O)CCc2ccccc2)c(=O)n(C)c1=O,101,114,96,100,132,81,91,92,89
CCOC(=O)C1=C(C(=O)c2ccccc2)C(c2cccc([N+](=O)[O-])c2)C(C(=O)c2ccccc2)=C(C(=O)OCC)N1,88,97,79,94,112,104,94,80,.
CC1(C)C(=O)/C(=C\c2ccco2)C[C@]2(C)[C@H]3CC=C4[C@@H]5C[C@](C)(C(=O)O)CC[C@]5(C)CC[C@@]4(C)[C@]3(C)CC[C@@H]12,-80*[100 µM],-33*[100 µM],-86*[100 µM],-54*[100 µM],-46*[100 µM],-89*[100 µM],-51*[100 µM],-67*[100 µM],-95*[100 µM]
CC(=O)N(C)c1ccc([N+](=O)[O-])cc1,99,122,102,105,96,116,97,107,104
# Remaining list, next part.
SMILES,ACHN,DU-145,RXF 393,786-0,TK-10,A498,SN12C,CAKI-1,UO-31
Cc1ccc2oc(=O)cc(CSC(=S)N3CCCCC3)c2c1,95,100,97,.,132,78,88,79,68
CC1=C(C(=O)Nc2ccc(F)cc2)C(c2ccc(Cl)cc2)n2ncnc2N1 (stereo not given),95,121,101,103,95,87,102,87,88
Cc1c(COc2ccccc2-c2cnco2)c(C)c(COc2ccccc2-c2cnco2)c(C)c1COc1ccccc1-c1cnco1,99,103,103,101,98,81,88,80,72
CC(C)OC(=O)CCc1c[nH]c2ccccc12,86,116,98,90,108,117,95,87,60
OC1(c2ccccc2)CCCC1,113,124,108,109,107,125,90,106,98
CCCNc1ccc(S(=O)(=O)c2ccc(N)cc2)cc1,102,113,116,108,93,113,94,90,71
O=C(Nc1cccc(Cl)c1)OCCN1CCOCC1,.,112,100,98,93,102,100,.,88
N#Cc1c(Nc2ccc(Cl)cc2)nc2sc3cc(Cl)c(Cl)cc3n2c1=O,86,108,86,99,150,106,95,89,67
CN(C)c1ccc(/C=C2\SC(=S)N(Cc3ccco3)C2=O)cc1,103,101,110,103,102,95,97,94,90
CCCCN(CCO)C(=O)c1ccc([N+](=O)[O-])cc1,103,110,114,102,124,91,99,107,101
OC(c1ccccc1)c1cccnc1 (stereo not given),107,107,109,93,94,110,110,.,91
Cc1nn(-c2ccccc2)c2nc3c(nc12)C(=O)CCC3,95,104,116,88,104,82,90,101,66
COC(=O)C(=[N+]=[N-])C(=O)c1ccc([N+](=O)[O-])cc1,110,108,82,95,.,96,100,105,99

# Outcome played no part in choosing rows; overall some 11% were active at least once.
